Source: PubChem BioAssay
rTrxR1 inhibitor: inhibitors of rat thioredoxin reductase 1. O89049. recombinant rTrxR1, NADPH fluorescence consumption, selenite substrate. Potency, µM (titrated, usually from 114 µM), for inactives: at the top dose activity change, negative = inhibition, actives largely listed as inhibitors. 1% of 390,000 active; note: potency is the fitted concentration of half-maximal effect; % is set by controls: 0 for no effect and ±100 for the full control effect; nearly all actives have a fitted effect of over 65% in size
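Rat TrxR1 (90 nM in the dispensed reagent) was pre-reduced with 400 uM NADPH for 5 min at room temperature, then incubated with compound for 15 min. After 400 uM selenite was added, NADPH fluorescence (Ex 340/Em 450 nm) was followed for 8 min.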
RGS4 inh: blocks human RGS4-accelerated GTP hydrolysis | P49798 | Transcreener GDP fluorescence polarization, RGS4-accelerated GTP hydrolysis | Potency, µM (series often up to 114 µM), for inactives: at the top dose activity change, negative = inhibition, actives largely listed as inhibitors | 0.039% of 390,000 active; note: potency is the fitted concentration of half-maximal effect; % is set by controls: 0 for no effect and ±100 for the full control effect; nearly all actives have a fitted effect of over 75% in size; some results filed as inactive show a strong effect at the top dose
Target sequence (P49798 whole entry, looked up): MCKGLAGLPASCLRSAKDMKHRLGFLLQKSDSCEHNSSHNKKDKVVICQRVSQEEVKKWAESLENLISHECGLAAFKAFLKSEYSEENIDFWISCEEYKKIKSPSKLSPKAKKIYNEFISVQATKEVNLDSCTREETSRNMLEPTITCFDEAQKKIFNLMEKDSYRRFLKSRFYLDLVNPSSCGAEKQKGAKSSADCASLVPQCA
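MLSMR compounds (23 nl, pin-transferred) preincubated 10 min at room temperature with a 500nM (2x) first reagent, then RGS4 at 900nM (2x) plus Transcreener GDP mix added; fluorescence polarization (620/688 nm) read before and after 90 min at 30 °C.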
Vif-A3F inh: Vif-A3F binding inhibition. HeLa A3F-eYFP + Vif (tagged APOBEC3F with the HIV-1 protein that degrades it), YFP fluorescence increase. Potency, µM (titrated, usually from 46.1 µM), without a hit: top-dose activity, negative = active. 0.2% of 390,000 active; note: potency is the fitted concentration of half-maximal effect; % of control where 0% means no effect; nearly all actives have a fitted effect of over 65% in size
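HeLa cells stably expressing Vif plus C-terminally eYFP-tagged A3F were seeded, incubated overnight at 37 deg C, dosed with compound, incubated overnight again at 37 deg C. Yellow fluorescence (Ex 488/Em 500-530) reported blocked Vif-mediated A3F-eYFP degradation.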
TrxR1 substrate: rat thioredoxin reductase 1 substrate activity; purified TrxR1 substrate turnover, NADPH consumption readout; O89049; 0.01% of 390,000 active; Potency, µM (top dose mostly 114 µM), for inactives: top-dose activity change, negative = substrate turnover; note: potency is the fitted concentration of half-maximal effect; % is set by controls: 0 for no effect and ±100 for the full control effect; nearly all actives have a fitted effect of over 50% in size
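Rat TrxR1, dispensed at 90 nM, was prereduced with 400 uM NADPH (final) for 5 min at ~22 deg C, then incubated with compound 15 min before 400 uM selenite. A first-read NADPH fluorescence drop versus no-compound background flagged substrates.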
GRP78 ERSR act: induces the endoplasmic reticulum stress response in human glioma cells; Potency, µM, without a hit: top-dose activation, usual class: activators; 0.02% of 420,000 active; U87-MG GRP78 promoter luciferase reporter, 16 h; note: potency is the fitted concentration of half-maximal effect; series mostly up to about 76 µM; % of control where 0% means no effect; nearly all actives have a fitted effect of over 35% in size
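Stably transfected U87-MG glioma cells carrying a GRP78-based luciferase sensor; 16 h compound incubation. Luminescence end-point read 10 min after Bright-Glo addition at room temperature.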
IDH1 R132H inh: inhibitors of human mutant IDH1 R132H; O75874; IDH1-R132H enzyme, NADPH consumption, diaphorase/resazurin fluorescence; Potency, µM (doses to about 76.6 µM), without a hit: at the top dose activity change, negative = inhibition, usual class: inhibitors; 0.093% of 390,000 active; AID 602179; note: potency is the fitted concentration of half-maximal effect; % is set by controls: 0 for no effect and ±100 for the full control effect; nearly all actives have a fitted effect of over 65% in size
Target sequence (O75874 whole entry R132H, stated change not applied): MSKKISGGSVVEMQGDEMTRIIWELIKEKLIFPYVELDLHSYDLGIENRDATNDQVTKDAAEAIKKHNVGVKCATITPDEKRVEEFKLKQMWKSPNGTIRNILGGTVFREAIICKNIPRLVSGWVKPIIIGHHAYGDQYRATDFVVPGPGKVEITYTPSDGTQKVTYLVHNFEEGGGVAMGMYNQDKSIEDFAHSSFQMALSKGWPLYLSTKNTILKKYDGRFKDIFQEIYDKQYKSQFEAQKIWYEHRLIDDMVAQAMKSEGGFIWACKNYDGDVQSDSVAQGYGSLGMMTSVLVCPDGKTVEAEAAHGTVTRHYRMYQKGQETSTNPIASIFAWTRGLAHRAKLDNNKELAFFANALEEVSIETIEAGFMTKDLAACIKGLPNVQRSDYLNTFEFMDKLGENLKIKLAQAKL
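IDH1-R132H (0.5 ug/mL dispensed) in pH 7.5 Tris buffer was preincubated 30 min with compound, then given a substrate mix of 0.016 mM NADPH and 2 mM alpha-KG for 80 min at room temperature; remaining NADPH was read by diaphorase/resazurin fluorescence.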
Vif-APOBEC3G blk: blocks the Vif interaction with human APOBEC3G; Q9HC16; Potency, µM (highest dose often 46.1 µM), for the others: at the top dose activity, negative = active, usual class: inhibitors; AID 602310; HeLa A3G-eYFP + Vif (tagged APOBEC3G with the HIV-1 protein that degrades it), YFP fluorescence, overnight; 0.076% of 410,000 active;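 note: potency is the fitted concentration of half-maximal effect; % is set by controls: 0 for no effect and ±100 for the full control effect; nearly all actives have a fitted effect of over 60% in size; hits raise eYFP signal because A3G escapes Vif-driven loss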
Target sequence (Q9HC16 whole entry, looked up): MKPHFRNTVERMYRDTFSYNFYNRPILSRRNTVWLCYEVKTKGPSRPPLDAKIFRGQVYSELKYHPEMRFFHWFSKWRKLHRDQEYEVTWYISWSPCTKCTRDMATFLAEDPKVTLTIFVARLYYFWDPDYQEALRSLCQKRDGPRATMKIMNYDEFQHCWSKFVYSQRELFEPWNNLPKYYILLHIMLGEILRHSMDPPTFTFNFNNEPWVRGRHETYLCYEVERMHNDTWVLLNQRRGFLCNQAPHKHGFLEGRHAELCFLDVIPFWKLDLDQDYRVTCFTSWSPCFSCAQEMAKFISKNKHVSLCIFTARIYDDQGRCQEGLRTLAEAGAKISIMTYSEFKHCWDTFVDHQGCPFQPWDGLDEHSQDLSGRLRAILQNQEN
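HeLa cells stably expressing Vif and C-terminally eYFP-tagged A3G, seeded overnight at 37 deg C, then exposed to compound by pintool overnight at 37 deg C. Rise in yellow fluorescence (Ex 488/Em 500-530, Acumen) marks blocked Vif-driven A3G degradation.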
LDHA block: blocks human lactate dehydrogenase A; purified LDHA, NADH/diaphorase-resazurin fluorescence; active compounds read low; activity change, % (values are at about 110 or 230 µM); 0.15% of 480,000 active; AID 1347041; in the data active = activity change below about -30%; inconclusive = mostly about -25% to -30%;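 note: plate controls were DMSO wells for no effect and wells without enzyme for full effect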
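LDH5 2 nM; NADH 0.06 mM, pyruvate 0.2 mM; 200 mM Tris pH 7.4, EDTA, Tween-20; 5 min RT. Detection: diaphorase 0.133 mg/mL + resazurin 37 µM, fluorescence ex540/em590 at 0 and 20 min; normalized to enzyme-free and DMSO wells.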
USP1 inh: inhibitors of human USP1/UAF1 deubiquitinase. recombinant USP1/UAF1, Ub-Rhodamine cleavage fluorescence. Potency, µM (highest dose often 57.1 µM), inactives show at the top dose activity change, negative = inhibition, actives largely listed as inhibitors. 0.23% of 390,000 active. AID 743255; note: potency is the fitted concentration of half-maximal effect; % is set by controls: 0 for no effect and ±100 for the full control effect; nearly all actives have a fitted effect of over 60% in size; inactives centre near -12
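1 nM enzyme complex + cpd, 15 min RT; start with Ub-Rho 150nM final; kinetic fluorescence ex 480/em 540, 6 reads q60 s. Buffer 50mM HEPES pH 7.8, 0.5mM EDTA, 0.1 mg/ml BSA, 1mM TCEP, 0.01% Tween-20.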
* hit, by the source's call; u = inconclusive; x = not tested or not shown; & = joins results of further samples; [ ] = remark or other dose. Unless noted, calls come from the whole dose curve; as a rule, active = well fitted curve in the direction sought with a large enough effect; inconclusive = small, poorly fitted or top-dose-only effect, or another doubt; inactive = no such curve, though single readings can be large; an effect the other way counts as inactive or inconclusive. These rows are one share of the data; count on the stated rates, not on these rows.

Molecule,Vif-A3F inh,LDHA block,RGS4 inh,USP1 inh,rTrxR1 inhibitor,GRP78 ERSR act,Vif-APOBEC3G blk,TrxR1 substrate,IDH1 R132H inh
NNC(=O)C(Cc1cnc[nH]1)NC(=O)OCc1ccccc1 (stereo unspecified),-7%,-3,-3%,-7%,18%,-6%,-2%,3%,-3%
O=C(OCc1cc(-c2ccccc2)no1)c1ccc2ccccc2n1,8%,2,4%[11.4 µM],-20%,25%[57.1 µM],0%,-1%,-1%,7%
COc1cccc(NC(=O)NCCCSC2CCCCC2)c1,-4%,-4,4%,-20%,2%[57.1 µM],2%,-1%,0%[57.1 µM],0%
Cc1ccc(-n2c(=O)c3ccc(C(=O)NCc4ccco4)cc3n(Cc3cccc(Cl)c3)c2=O)cc1,0%,11,-18%,2%,32%,-5%,1%,3%,9%
CCc1cc(C(=O)OCC(=O)NCCc2ccccc2)sc1C,-7%,-2,x,5%,x,2%,0%,x,4%
CN(C)C1CCN(C(=O)c2cccc(OC3CCN(S(=O)(=O)N(C)C)CC3)c2)C1 (stereo unspecified),6%,-8,-27%,-7%,-14%,-6%,0%,-2%,6%
CCOc1ccc(/C=C(\C(=O)O)c2ccc(S(=O)(=O)N3CCCCC3)s2)cc1OC,2%,-9,17%,-7%,-8%,-4%,-1%,-10%,-4%
O=C(Cc1cccs1)NCCc1cn2ccccc2n1,-7%,0,-15%,-7%,4%[57.1 µM],-2%,1%,16%[57.1 µM],4%
COc1ccccc1/C=C1\SC(=O)N(CC(=O)NCCCn2ccnc2)C1=O,1%,-3,-17%,-10%,9%,-6%,-4%,-2%,-8%
CC(NC(=O)NCCCn1ccnc1)(C(F)(F)F)C(F)(F)F,x,-2,-30%,-2%,-5%,-4%,0%,-3%,1%
CCOC(=O)CCCCC(=O)c1[nH]c(=O)[nH]c1CSc1nc(-c2ccccc2)c(C#N)c(=O)[nH]1,-1%,-2,-10%,-1%,u,-2%,0%,-2%,-5%
O=C(CSc1nnc(COc2ccccc2Cl)o1)NC(=O)NC1CCCC1,-19%,-1,12%,-9%,9%[57.1 µM],1%,0%,0%[57.1 µM],2%
Cc1cc(C)c(S(=O)(=O)N2CCN(CCO)CC2)c(C)c1,1%,3,-30%,3%,0%[57.1 µM],-1%,4%,3%[57.1 µM],14%
O=[N+]([O-])c1ccc(/C=C/c2ccc3ccccc3n2)cc1,1%,-3,-27%,-19%,7%[57.1 µM],-7%,-4%,2%[57.1 µM],-2%
COC(=O)c1ccccc1NC(=S)NC(=O)C1CCCCC1,-14%,-9,-31%,-10%,16µM*,-3%,-8%,-3%,-7%
CC(=O)N1CCc2cc(S(=O)(=O)NC(CC(C)C)C(=O)NCc3ccccc3)ccc21 (stereo unspecified),-8%,0,-10%,-16%,9%,-2%,-4%,3%,-2%
COc1ccccc1NC(=O)COC(=O)[C@@H]1CCCN1C(=O)c1cccs1,7%,-3,-25%,-11%,6%[57.1 µM],-5%,-1%,-3%,-4%
c1ccc(-c2nc(NCCCN3CCOCC3)c3ccccc3n2)cc1,2%,-8,2%,-15%,1%,-5%,4%,6%,7%
COc1nc(C)ccc1-c1noc(-c2ccccn2)n1,-5%,-6,13%,-2%,38%[activator],-1%,2%,-5%,3%
COc1ccc(NC(=O)CC(C)n2ccnc2)cc1 (stereo unspecified),-24%,-10,17%[56.9 µM],-17%,4%,-4%,-1%,-3%,-12%
CC(C)c1ccc(/C=C/C(=O)Nn2cnnc2)cc1,x,-9,14%,x,-4%,x,x,1%,x
Cc1ccc(NC(=O)C2CCN(C(=O)NC3CCCCC3)CC2)cc1Cl,1%,-6,-6%,-10%,11%[57.1 µM],-5%,-7%,9%[57.1 µM],2%
Cn1c(=O)cc(SCC(=O)N2CCOCC2)c2ccc(Cl)cc21,-4%,-10,-2%[11.4 µM],-12%,22%[57.1 µM],-3%,2%,10%[57.1 µM],-9%
COc1ccc(C(=O)OCc2c(-c3ccccc3)ncc3ccccc23)cc1,2%,-4,9%,-5%,2%,-1%,-11%,-15%,-2%
O=C(C1=NN(c2ccccc2)C2C(=O)N(c3ccccc3Cl)C(=O)C12)c1ccccc1 (stereo unspecified),u,5,-29%,29%,14%[57.1 µM],-5%,1%,-11%[57.1 µM],1%
S=c1[nH]nc(-c2ccc(Cl)cc2Cl)n1Cc1ccccc1,-16%,-6,u,-14%,0%,1%,0%,6%,-9%
CCc1ccc(-n2c(=O)c3ccc(C(=O)NCCc4ccccc4)cc3n(CC(N)=O)c2=O)cc1,0%&-2%,-5&-5,-8%&9%,-14%&-19%,28%[57.1 µM],-1%&-2%,-8%&-3%,-16%[57.1 µM],8%&2%
Clc1ccccc1Nc1nc2ccccc2o1,1%,-6,8%,-6%,11%,6%,-12%,-2%,16%
O=[N+]([O-])c1nn(-c2ccc(Cl)cc2)n(O)c1=NCc1ccccc1,1%,-7,-4%,-10%,-4%,5%,-4%,-11%,-12%
COc1ccccc1NC(=O)/C=C1\SCC(=O)N1C,13%,-11,14%,-17%,2%,0%,-5%,-9%,5%
COc1ccc(S(=O)(=O)n2cnc3ccccc32)cc1,0%,1,12%,-7%,19%[57.1 µM],-4%,1%,9%[57.1 µM],6%
Cc1ccc(CC(=O)Nc2cc([N+](=O)[O-])ccc2F)cc1,-7%,-3,-8%,-11%,11%,-3%,-2%,-1%,6%
O=C(NCc1ccccn1)Nc1ccc2c(c1)OCO2,5%,-1,20%,-2%,-22%,6%,1%,2%,-5%
O=C(NNC(=O)c1ccncc1)Nc1ccc(Br)cc1,10%,0,-4%,u,26%,2%,3%,4%,-1%
C/C(N)=C(/C#N)C(=O)COc1ncnc2ccc(Br)cc12,7%,-3,7%[11.4 µM],-22%,29%[57.1 µM],1%,-5%,4%[57.1 µM],-1%
COc1cccc(-n2c(C)nc3c(cnn3-c3ccc(C)c(C)c3)c2=O)c1,7%,-1,-13%,-18%,18%,6%,-1%,4%,1%
O=C1c2cc3ccccc3c(-c3ccccc3)c2C(=O)N1c1ccccn1,-1%,-1,-21%,-13%,5%,-5%,0%,13%,5%
COCCn1c(Cc2ccccc2)nnc1SCc1ccc([N+](=O)[O-])cc1,-6%,-2,-38%,-19%,6%,-7%,0%,-4%,0%
COc1ccc(CC(=O)N/N=C(\C)c2cccs2)cc1,0%,-4,-14%,-10%,11%,u,-3%,-4%,0%
CCN1CCN(CC(=O)Nc2ccc(C)c(Br)c2)CC1,-7%,-24,-13%,-20%,14%,-7%,-2%,3%,4%
CC12CCC3c4ccc(O)cc4CCC3C1CC(=NO)C2O (stereo unspecified),4%,-7,-21%,8%,8%,3%,-10%,-3%,7%
CCOc1ccc(C(=O)Nc2c3c(nn2-c2ccccc2)CS(=O)(=O)C3)cc1,1%,7,13%,-9%,-5%,-5%,0%,-1%,-5%
NC(CSC(c1ccccc1)(c1ccccc1)c1cccc2ccccc12)C(=O)O (stereo unspecified),14%,33,u,-12%,-14%[11.4 µM],-3%,-7%,3%[11.4 µM],13%
COc1ccc(N2CCN(C(=O)c3ccccc3)CC2)c([N+](=O)[O-])c1,-1%,2,-27%,-14%,22%[57.1 µM],-3%,-2%,-4%[57.1 µM],5%
Cc1ccc(NC(=O)C2CCCC2)c(Br)c1,13%,-4,20%,-13%,12%,3%,-2%,0%,2%
CCOc1cc(/C=C2\COc3ccccc3C2=O)ccc1OCC(=O)N(C)C,4%,-4,-31%,-15%,u,u,u,-5%,0%
CC(=O)Nc1ccc(S(=O)(=O)N2CCC(c3ccncc3)CC2)cc1,6%,5,-17%,-10%,12%[57.1 µM],-3%,-1%,0%[57.1 µM],-17%
CCOC(=O)[C@@H]1[C@H]2COc3cc(OC)ccc3[C@@H]2N2C(=O)N(c3ccc(OC)cc3)C(=O)[C@]12C,-1%,-2,-1%,-29%,-6%[57.1 µM],2%,-5%,-14%,-10%
NNC(=O)CSc1nc(-c2ccccc2)cn1-c1ccccc1,4%,-2,-27%,-18%,8%,1%,-10%,3%,10%
CCO/C=N/c1c(C#N)c2c(c(=S)n1C)COC(C)(C)C2,4%,-3,-28%,-2%,-22%,-1%,0%,-19%,5%
Nn1c(SCC(=O)Nc2ccccc2F)nc2ccccc2c1=O,-10%,-8,21%,0%,22%,-1%,1%,7%,-1%
COc1ccc(NC(=S)N(CCN2CCOCC2)Cc2ccccc2F)cc1,-12%,-1,-16%,-9%,22%[57.1 µM],1%,0%,8%[57.1 µM],3%
COc1cc(C(=S)N2CCOCC2)ccc1OC(=O)c1ccccc1C,5%,-1,31%,4%,17%,-2%,0%,-9%,0%
